Lipid storage S3: qHTS Assay for Lipid Storage Modulators in Drosophila S3 Cells; AID 2685; actives 0.64% (n = 320,000); lipid storage change, negative = inhibition, % at the top dose, mostly 46.1 µM; hits show Potency in µM; Drosophila S3 cells, BODIPY lipid droplet fluorescence, 18-24 h; cells fed with added oleic acid; active = well fitted inhibition curve with a large enough effect in the signal ratio, with a control signal flat, not every such curve was filed as active; inconclusive = small, poorly fitted or top-dose-only effect, or effect the other way, or a change in a side signal; the % refers to the signal ratio
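Drosophila S3 cells got compounds at several concentrations plus oleic acid (400 uM solution). Laser-scanning cytometry with 488 nm excitation read lipid droplets at 500-530 nm and cells at 575-640 nm. Percent activity was relative to 20 uM Triacsin C.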
Lipid storage S3 cell count max: second read-out of Lipid storage S3, no call of its own (marks repeat the call); cell number change, %; measured here: cell count max response;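 cells counted by Cell Tracker Red CMTPX staining in the red channel; peak over a dose series mostly up to 46.1 µM; percent activity relative to internal control wells on each plate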
Starred values were filed as active, the others as inactive; i = inactive; ? = inconclusive; . = no result given. % is set by controls: 0 for no effect and ±100 for the full control effect; potency is the fitted concentration of half-maximal effect. Only part of the results is shown. The share of hits here may be higher or lower than overall.

#1 CCOC(=O)C1C(=O)NC23CCCC2C1c1ccccc1O3 (stereo unspecified)
#2 CCOC(=O)c1c(-c2ccccc2)oc2ccc(OC(=O)N(C)C)cc12
#3 COC(=O)c1ccccc1OP1(=O)COc2ccccc2OC1
#4 CCOC(=O)c1c(NC(=O)c2c(N)n(CCCOC)c3nc4ccccc4nc23)sc2c1CCCC2
#5 c1cc2c(cc1[C@H]1OC[C@H]3[C@@H]1CO[C@@H]3c1ccc3c(c1)OCO3)OCO2
#6 O=C(Nc1ccc(Br)cc1)c1nn(C23CC4CC(CC(C4)C2)C3)cc1Br
compound no.,1,2,3,4,5,6
Lipid storage S3 cell count max,.,-8,.,-8,15,1
Lipid storage S3,?,i,?,5%,6%,21%

#7 Cc1ccc(-c2[nH]nc3c2C(c2ccccc2OC(=O)N2CCOCC2)C(C#N)=C(N)O3)cc1 (stereo unspecified)
#8 CCOC(=O)/C(CCCN(CC)CC)=N\O
#9 CCOc1ccc(-c2c(C)n(-c3ccc(OCC)cc3)c3[n+]2CCCCC3)cc1
#10 CCCCc1nc2ccccc2c(=O)n1-c1ccccc1[N+](=O)[O-]
#11 COC(=O)C1=C(c2cccc(C#N)c2)C[C@@H]2CC[C@H]1N2C(=O)NCc1cccc2ccccc12
#12 Cc1ccsc1-c1nc(CSCC(=O)N2CCC3(CC2)OCCO3)c(C)o1
compound no.,7,8,9,10,11,12
Lipid storage S3 cell count max,.,0,.,7,.,.
Lipid storage S3,?,10%,?,-4%,?,?

#13 O=C(Nc1ccc(OC(=O)N2CCCC2)cc1)N1CCOCC1
#14 CC(N)Cc1ccccc1Sc1ccc(O)cc1 (stereo unspecified)
#15 COc1ccc(CCNC(=O)c2c(N)n(CCN3CCOCC3)c3nc4ccccc4nc23)cc1OC
#16 CCOP(=O)(OCC)C(NC(=O)c1ccc(Cl)cc1)=C(Cl)Cl
#17 CC(=Nc1ccccc1N)c1c(O)n(C)c(=O)[nH]c1=O
#18 O=C(CN1C2CCC1CC(O)(c1cccnc1)C2)Nc1ccc2c(c1)OCO2 (stereo unspecified)
compound no.,13,14,15,16,17,18
Lipid storage S3 cell count max,2,.,.,-14,14,.
Lipid storage S3,0%,?,?,5%,1%,?

#19 Cc1nccn1Cc1ccc(Cl)nc1
#20 O=C1NC(=O)C2(Cc3c(nc4ccccn4c3=O)N3CCCCCC32)C(=O)N1Cc1ccccc1 (stereo unspecified)
#21 Cc1ccc(CCN2CC(C(=O)N3CCC4(CC3)OCCO4)CC2=O)cc1 (stereo unspecified)
#22 O=C(CN1CC=C(c2ccccc2)CC1)Nc1c(Cl)cccc1Cl
#23 CC1(CCl)CN1S(=O)(=O)c1ccccc1 (stereo unspecified)
#24 O=C(N/N=C/c1cccc(OC(=O)N2CCOCC2)c1)c1cccs1
compound no.,19,20,21,22,23,24
Lipid storage S3 cell count max,.,-11,.,3,.,.
Lipid storage S3,?,4%,?,22%,?,?

#25 N#Cc1ccccc1OCC(=O)N1CCN(CC(=O)Nc2ccc(F)cc2)CC1
#26 O=C(CN1CCN(CCO)CC1)Nc1ccc(Cl)cc1C(=O)c1ccccc1
#27 COc1ccc(O)c(C(C)(C)C)c1
#28 CCN(CC(=O)Nc1ccc(NC(C)=O)cc1)C(=O)CSC(c1ccccc1)c1ccccc1
#29 CCN(CC)C(=O)c1ccc(NC(=O)CCCSc2ccccc2)cc1
#30 Cc1nc2ccc(Cl)cc2c(-c2ccccc2)c1C(=O)O
compound no.,25,26,27,28,29,30
Lipid storage S3 cell count max,.,-18,.,-5,.,.
Lipid storage S3,i,0%,?,-6%,?,?

#31 CCOC(=O)C1CCN(/C=C2/C(=O)NC(=O)N(c3cccc(C)c3C)C2=O)CC1
#32 CCSP1(=S)N=C(N2CCOCC2)C(C#N)=C2CCCN21 (stereo unspecified)
#33 O=C(COC(=O)Cc1ccccc1)Nc1nnc(-c2ccccc2)o1
#34 CCOC(=O)CC1=C(C(=O)OCC)C2(C(=O)Nc3ccccc32)C(C#N)=C(N)O1 (stereo unspecified)
#35 COc1ccc2cc(C(=O)C3CCCN(C4CCOCC4)C3)ccc2c1 (stereo unspecified)
#36 O=C(COC(=O)c1ccc(O)cc1)Nc1ccc(Cl)cc1C(=O)c1ccccc1
compound no.,31,32,33,34,35,36
Lipid storage S3 cell count max,21,.,.,-7,3,.
Lipid storage S3,5%,15%,?,15%,5%,?

#37 O=c1[nH]c(=S)n(Cc2ccc(F)cc2)c(O)c1C=NCc1ccc2c(c1)OCO2
#38 Cc1cc(OCc2nn[nH]n2)c2c3c(c(=O)oc2c1)CCC3
#39 Cc1ccc(OCC(=O)N2CCN(C3CCC(c4ccccc4)CC3)CC2)cc1 (stereo unspecified)
#40 CC(=O)c1c(C)n(CCCOC(C)C)c2ccc(O)cc12
#41 Cn1cc(C=C2C(=O)NC(=O)NC2=O)c2ccccc21
#42 COCCCn1c(N)c(C(=O)NCCC(C)C)c2nc3ccccc3nc21
compound no.,37,38,39,40,41,42
Lipid storage S3 cell count max,.,.,.,.,.,.
Lipid storage S3,?,?,?,?,?,0%

Given with values under each structure: entries from further up
Order of values: Lipid storage S3 cell count max, Lipid storage S3
(1) CCOC(=O)C1C(=O)NC23CCCC2C1c1ccccc1O3 (stereo unspecified)
→ ., ?
(2) CCOC(=O)c1c(-c2ccccc2)oc2ccc(OC(=O)N(C)C)cc12
→ -8, i
(3) COC(=O)c1ccccc1OP1(=O)COc2ccccc2OC1
→ ., ?
(4) CCOC(=O)c1c(NC(=O)c2c(N)n(CCCOC)c3nc4ccccc4nc23)sc2c1CCCC2
→ -8, 5%
(5) c1cc2c(cc1[C@H]1OC[C@H]3[C@@H]1CO[C@@H]3c1ccc3c(c1)OCO3)OCO2
→ 15, 6%
(6) O=C(Nc1ccc(Br)cc1)c1nn(C23CC4CC(CC(C4)C2)C3)cc1Br
→ 1, 21%
(7) Cc1ccc(-c2[nH]nc3c2C(c2ccccc2OC(=O)N2CCOCC2)C(C#N)=C(N)O3)cc1 (stereo unspecified)
→ ., ?
(8) CCOC(=O)/C(CCCN(CC)CC)=N\O
→ 0, 10%
(9) CCOc1ccc(-c2c(C)n(-c3ccc(OCC)cc3)c3[n+]2CCCCC3)cc1
→ ., ?
(10) CCCCc1nc2ccccc2c(=O)n1-c1ccccc1[N+](=O)[O-]
→ 7, -4%
(11) COC(=O)C1=C(c2cccc(C#N)c2)C[C@@H]2CC[C@H]1N2C(=O)NCc1cccc2ccccc12
→ ., ?
(12) Cc1ccsc1-c1nc(CSCC(=O)N2CCC3(CC2)OCCO3)c(C)o1
→ ., ?
(13) O=C(Nc1ccc(OC(=O)N2CCCC2)cc1)N1CCOCC1
→ 2, 0%

Continued:
#43 CCN(CCO)c1ccc(N=Cc2c(O)n(C)c(=S)[nH]c2=O)cc1
#44 O=C1NC(=O)C(=Cc2ccc3c(c2)OCO3)C(=O)N1
#45 COC(=O)C1=C(c2ccc(OC(F)(F)F)cc2)C[C@@H]2CC[C@H]1N2C(=O)N1CCCCC1
#46 CC(O)(CS(=O)(=O)c1cccc(C(F)(F)F)c1)C(=O)Nc1ccc(C(F)(F)F)cc1 (stereo unspecified)
#47 COc1ccc(N=Cc2c(O)n(C)c(=O)[nH]c2=O)cc1
#48 C[N+](C)(C)CCOC(=O)CBr
compound no.,43,44,45,46,47,48
Lipid storage S3 cell count max,.,4,.,0,.,4
Lipid storage S3,?,-17%,?,-10%,?,-22%

#49 Nc1ccnn1C1CCNCC1
#50 CCOC(=O)c1nsnc1NCCCl
#51 O=C(CCc1nnc2ccc(NCc3ccccc3Cl)nn12)N1CCC2(CC1)OCCO2
#52 CC(C)N1CCN(Cc2ccccc2C(F)(F)F)CC1CCO (stereo unspecified)
#53 O=c1[nH]c(=S)n(-c2ccccc2)c(O)c1/C=N/N1CCOCC1
#54 Clc1ccc2c(c1)C(c1ccccc1Cl)=NCc1nnc(N3CCN(CCOc4ccccc4)CC3)n1-2
compound no.,49,50,51,52,53,54
Lipid storage S3 cell count max,.,12,.,7,9,.
Lipid storage S3,?,-2%,i,14%,15%,?

#55 CCCCn1c(N)c(C(=O)NCc2cccs2)c2nc3ccccc3nc21
#56 O=c1c2ccccc2nc(Cc2ccccc2)n1-c1cccc(O)c1
#57 CC(C)CCNC(=O)c1cc(C(=O)c2cc(Br)ccc2O)cn(CCC(C)C)c1=O
#58 NC1CCc2cc(O)c(O)cc2C1 (stereo unspecified)
#59 O=C(NC1CN2CCC1CC2)c1ccc(-c2ccc([N+](=O)[O-])cc2)o1 (stereo unspecified)
#60 O=[N+]([O-])c1ccc(C2[C@H]3C(c4ccccc4)=NC4(CCCCC4)N23)cc1 (stereo partly specified)
compound no.,55,56,57,58,59,60
Lipid storage S3 cell count max,.,-3,-20,-16,.,1
Lipid storage S3,i,-3%,3%,-11%,?,0%

#61 O=[N+]([O-])c1ccc(N2CCCC2)cc1N/N=C1\CN2CCC1CC2
#62 C=CCc1cc(C=C2C(=O)N(C)C(=O)N(C)C2=O)cc(OCC)c1OCc1ccccc1
#63 COc1ccc(C(=O)C2CCCN(Cc3ccc(F)cc3F)C2)cc1F (stereo unspecified)
#64 COCCCN=Cc1c(O)[nH]c(=S)[nH]c1=O
#65 CN1C(C(=O)N2CCC3(CC2)OCCO3)=CC(c2ccc(F)cc2)=NS1(=O)=O
#66 CC1(C)COC(Nc2ccc(Cl)cc2)=N1
compound no.,61,62,63,64,65,66
Lipid storage S3 cell count max,.,19,.,.,.,1
Lipid storage S3,?,0%,?,?,?,7%

#67 COC(=O)C1=C(c2cccc(C#N)c2)C[C@@H]2CC[C@H]1N2C(=O)NCc1cc(C)oc1C(F)(F)F
#68 O=C1NC(=O)N(c2ccc(Cl)cc2)C(=O)/C1=C\c1ccc(Sc2nc3ccccc3[nH]2)o1
#69 CN(C)C(=O)Oc1ccc(OCc2nc3ccccc3[nH]2)cc1
#70 CCCCC(=O)N/N=C/c1c(O)n(-c2ccccc2)c(=O)[nH]c1=O
#71 COCCCn1c(N)c(C(=O)OCCOC)c2nc3ccccc3nc21
#72 CN1CCN(c2ccc([N+](=O)[O-])c(Sc3nncn3C)c2)CC1
compound no.,67,68,69,70,71,72
Lipid storage S3 cell count max,-15,.,-5,.,-8,.
Lipid storage S3,0%,?,4%,?,i,?

#73 CSc1ncc(CN2CCCC(C(=O)c3sccc3C)C2)cn1 (stereo unspecified)
#74 O=C(O)c1cc2ccccc2oc1=O
#75 Cc1nc2cc([N+](=O)[O-])ccc2c(=O)n1-c1ccccc1[N+](=O)[O-]
#76 CCCCCCn1c(O)c(C=Nc2ccccc2N2CCOCC2)c(=O)[nH]c1=S
#77 Cc1cccc(CN2CCN(CC(=O)N3CCC4(CC3)OCCO4)C2=O)c1
#78 COC(=O)C(O)(c1cn(C)c2ccccc12)C(F)(F)F (stereo unspecified)
compound no.,73,74,75,76,77,78
Lipid storage S3 cell count max,-7,.,6,8,.,.
Lipid storage S3,-1%,?,15%,13%,?,?

#79 CN1CCN(c2ccc(NC(=O)Oc3ccccc3)cc2)CC1
#80 Cc1c(Br)c(=O)oc2cc(OCC(=O)N3C[C@H]4C[C@@H](C3)c3cccc(=O)n3C4)ccc12
#81 COc1ccc(CCNCc2ccncc2)cc1OC
#82 Cc1cc(OCC(=O)OC(C)(C)C)c2c3c(c(=O)oc2c1)CCC3
#83 CN1C2CCC1/C(=C/c1ccccn1)C(=O)/C2=C\c1ccccn1
#84 O=C(O)[C@H]1C[C@@H]1[C@H](NP(=O)(c1ccccc1)c1ccccc1)c1ccccc1
compound no.,79,80,81,82,83,84
Lipid storage S3 cell count max,.,.,28,15,.,18
Lipid storage S3,?,?,i,15%,?,-3%

#85 CN1CCN(Cc2cc(C(C)(C)C)c(O)c(C(C)(C)C)c2)CC1
#86 CCC(C)n1c(O)c(/C=N/NC(=O)c2ccncc2)c(=O)[nH]c1=S (stereo unspecified)
#87 O=c1[nH]c(=S)n(-c2ccc(Cl)cc2)c(O)c1/C=N/N1CCOCC1
#88 CC1CN(C)C(C)(C)CC1(O)c1ccccc1 (stereo unspecified)
#89 CN1CCN(Cc2nnc3n2-c2ccc(Cl)cc2C(c2ccccc2)=NC3)CC1
#90 O=C(COc1ccc(Br)cc1)N1CCN(Cc2ccncc2)CC1
compound no.,85,86,87,88,89,90
Lipid storage S3 cell count max,.,.,.,4,5,-21
Lipid storage S3,?,?,?,i,5%,8%

#91 CN(C)c1ccc(C2C3C=CC(C3)C2(C#N)C(=O)O)c(Br)c1 (stereo unspecified)
#92 COC(=O)C1=C(c2c(C)noc2C)C[C@@H]2CC[C@H]1N2C(=O)NCc1ccc2c(c1)OCO2
#93 C=CCn1c(O)c(C(C)=NCCCN(C)C)c(=O)[nH]c1=O
#94 COC(=O)C1=C(c2cccc(OCc3ccccc3)c2)C[C@@H]2CC[C@H]1N2C(=O)NC1CCN(Cc2ccccc2)CC1
#95 CC1(C)CC(C)(O)P(=O)(c2ccccc2)O1 (stereo unspecified)
#96 Cc1ccc(OP(=O)(NC(C)c2ccccc2)Oc2ccc(C)cc2)cc1 (stereo unspecified)
#97 O=C(NC[P+](=O)O)OCc1ccccc1
compound no.,91,92,93,94,95,96,97
Lipid storage S3 cell count max,.,2,.,.,.,-8,-8
Lipid storage S3,-4%,i,?,?,?,23%,i
